MITF inh = MITF inhibitors, primary screen, biochemical, AlphaScreen, human. inhibition, % at 2.6 µM. Microphthalmia-associated transcription factor (Homo sapiens), O75030. actives 0.91% (n = 650,000). AlphaScreen MITF homodimerization, bead proximity signal; in the data active = inhibition above about 50%;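 note: 0% = vehicle wells with protein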
GPR151 activ = activators of human GPR151, primary screen, cell-based, PathHunter beta-arrestin, luminescence | G-protein coupled receptor 151 (Homo sapiens), Q8TDV0 | PathHunter beta-arrestin GPR151 cells | activation, % at 11.2 µM | actives 1% (n = 650,000) | AID 1508602, 2020; in the data active = activation above about 4.9%;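 note: 0% = median of compound wells and 100% = cells with positive control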
Target sequence (Q8TDV0 whole entry, looked up): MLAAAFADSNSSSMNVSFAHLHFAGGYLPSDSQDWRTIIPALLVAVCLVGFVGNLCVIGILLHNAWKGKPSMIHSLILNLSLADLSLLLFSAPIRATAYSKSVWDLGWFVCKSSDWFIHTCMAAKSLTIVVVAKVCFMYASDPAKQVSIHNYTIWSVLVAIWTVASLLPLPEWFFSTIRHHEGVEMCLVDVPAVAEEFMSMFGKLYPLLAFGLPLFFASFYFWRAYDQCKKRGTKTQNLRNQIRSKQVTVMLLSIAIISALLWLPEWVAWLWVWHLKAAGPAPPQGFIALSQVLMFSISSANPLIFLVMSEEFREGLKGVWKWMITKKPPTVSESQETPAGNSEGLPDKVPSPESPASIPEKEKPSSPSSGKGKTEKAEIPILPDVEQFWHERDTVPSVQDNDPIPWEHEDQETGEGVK
TEAD-YAP block = TEAD-YAP interaction inhibition, primary screen, TEAD-YAP interaction inhibitor project, luminescence, HEK-TIYL cells. TEAD-Gal4/YAP UAS-luciferase luminescence. inhibition, % at 9.12 µM. actives 1.4% (n = 640,000); in the data active = inhibition above about 32%;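 note: 0% = median of test compound wells and 100% = reference inhibitor wells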
FBW7 activator = FBW7 E3 ligase activators, primary screen, biochemical, AlphaScreen, human. AlphaScreen FBW7–phospho-cyclin E peptide binding, activator screen. normalized activity (activation), % at 26.1 µM. actives 0.13% (n = 650,000). AID 1259310, 2017; in the data active = normalized activity above about 1.9%;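 note: purified mutant Fbw7 with reduced substrate affinity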
Target sequence (Q969H0 whole entry, looked up): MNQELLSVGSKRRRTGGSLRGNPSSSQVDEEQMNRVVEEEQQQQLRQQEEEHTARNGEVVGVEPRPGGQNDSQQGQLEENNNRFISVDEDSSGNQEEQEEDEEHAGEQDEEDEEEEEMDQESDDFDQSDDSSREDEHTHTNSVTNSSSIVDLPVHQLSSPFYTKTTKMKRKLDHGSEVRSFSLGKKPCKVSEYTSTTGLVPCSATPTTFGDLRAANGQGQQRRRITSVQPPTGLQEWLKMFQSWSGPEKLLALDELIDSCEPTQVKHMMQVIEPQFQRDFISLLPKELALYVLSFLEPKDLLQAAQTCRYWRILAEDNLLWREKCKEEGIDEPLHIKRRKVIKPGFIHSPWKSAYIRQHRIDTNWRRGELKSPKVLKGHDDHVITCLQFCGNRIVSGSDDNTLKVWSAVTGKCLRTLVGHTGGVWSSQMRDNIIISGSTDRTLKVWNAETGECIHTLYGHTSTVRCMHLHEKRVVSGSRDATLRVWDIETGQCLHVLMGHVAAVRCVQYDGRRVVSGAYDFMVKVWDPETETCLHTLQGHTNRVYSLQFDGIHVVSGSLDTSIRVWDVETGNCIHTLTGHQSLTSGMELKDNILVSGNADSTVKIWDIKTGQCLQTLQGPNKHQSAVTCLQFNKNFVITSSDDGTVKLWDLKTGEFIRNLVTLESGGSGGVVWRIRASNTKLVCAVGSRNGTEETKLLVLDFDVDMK
* = called active by the depositor; . = not tested or not shown.

SMILES	MITF inh	GPR151 activ	TEAD-YAP block	FBW7 activator
O=[N+]([O-])c1ccc(Cl)c(-c2nc(-c3ccncc3)no2)c1	-1.3	1.6	2.3	0.1
CC1Cc2ccccc2N1C(=O)CSc1nnc(N)s1 (stereo not given)	16.1	-1.3	0.1	0.0
COc1cc2c(C(=O)N(C)c3ccccc3Cl)cn(CC(C)C)c(=O)c2cc1OC	-4.7	1.2	-15.7	-0.1
COc1ccc(CCNC(=O)c2ccnc(Nc3cccc(N(C)C)c3)c2)cc1	23.6	-1.5	0.0	-0.1
O=C(CCCCn1c(=O)[nH]c2ccccc2c1=O)NC1CCCCCC1	0.1	3.9	-4.4	-0.1
CCN(CC)C(=O)Cn1ncc2c3ccccc3n(C)c2c1=O	-2.1	-0.7	-5.0	0.0
CCOc1cc(/C=N/NC(=O)C(O)c2ccccc2)ccc1OC(=O)c1ccco1 (stereo not given)	4.8	1.4	15.5	0.1
COc1ccccc1C(=O)Nc1ccc(F)c(Cl)c1	7.3	-1.1	-64.3	0.4
O=C(COc1ccccc1Cl)Nc1ccc(Cl)cn1	-8.4	-0.5	-6.1	0.4
COc1ccc(NC(=O)n2ncc3cc(Cl)ccc32)cc1OC	3.3	2.2	-39.5	-0.1

Profiles, quoted from the list. Values in the order: MITF inh, GPR151 activ, TEAD-YAP block, FBW7 activator
Entry for `COc1ccc(CCNC(=O)c2ccnc(Nc3cccc(N(C)C)c3)c2)cc1` : 23.6, -1.5, 0.0, -0.1
Entry for `CCOc1cc(/C=N/NC(=O)C(O)c2ccccc2)ccc1OC(=O)c1ccco1` (stereo not given) : 4.8, 1.4, 15.5, 0.1
Entry for `COc1cc2c(C(=O)N(C)c3ccccc3Cl)cn(CC(C)C)c(=O)c2cc1OC` : -4.7, 1.2, -15.7, -0.1
Entry for `COc1ccc(NC(=O)n2ncc3cc(Cl)ccc32)cc1OC` : 3.3, 2.2, -39.5, -0.1
Entry for `CCN(CC)C(=O)Cn1ncc2c3ccccc3n(C)c2c1=O` : -2.1, -0.7, -5.0, 0.0

Following part
SMILES	MITF inh	GPR151 activ	TEAD-YAP block	FBW7 activator
OCCN1CCN(c2nc3ccccc3nc2C(F)(F)F)CC1	10.7	-0.3	-5.1	-0.1
C=CCn1c(-c2ccccc2)nc2ccccc21	12.9	-0.4	-7.1	0.1
Cc1ccccc1N1CC(O)(c2cccc([N+](=O)[O-])c2)[N+]2=C1SCC2 (stereo not given)	-11.5	-0.9	-7.4	-0.2
COC(=O)CNC(=O)C1c2ccccc2C(=O)N(Cc2ccc(F)cc2)C1c1ccc(OC)cc1 (stereo not given)	16.0	-0.9	5.9	0.0
O=C(O)c1ccc(NS(=O)(=O)c2ccc(F)c(Cl)c2)cc1	7.7	-0.7	7.2	-0.2
COc1ccccc1NC(=O)C1CC(=O)N(C)C(=Nc2cccc(F)c2)S1 (stereo not given)	12.0	-1.0	2.8	-0.1
CC(C)(C)C(=O)N1CCC(O)(c2cccnc2)CC1	-0.9	2.2	-1.0	-0.1
CCN(CC)C(=O)c1sc(NC(=O)c2ccccc2C)c(C(=O)OC)c1C	12.5	-1.5	-1.2	0.9
O=C(CCc1ccccc1)Nc1nnc(-c2ccncc2)s1	9.1	0.7	7.1	0.1
COc1ccc2[nH]c3c(=O)n(CC(=O)NCCc4c[nH]c5ccccc45)c(=S)[nH]c3c2c1	-1.1	0.4	10.6	-0.1
COc1ccc(NC(=O)CSc2nnc3[nH]c(=O)c(C)c(C)n23)c(OC)c1	3.9	3.3	15.7	0.1
O=C(NCCC1=CCCCC1)C(=O)NCCc1ccccc1	20.7	-0.5	-3.5	0.6
NC(=O)c1sc2nc3c(c(-c4ccc([N+](=O)[O-])cc4)c2c1N)C(=O)c1ccccc1-3	9.2	2.0	-8.0	-0.2
COCCNC(=O)c1ccc(Cn2c(SCC(=O)NCCc3ccccc3)nc3ccc(Br)cc3c2=O)cc1	2.2	0.2	5.7	-0.1
CCOC(=O)C1=C(C)N=c2s/c(=C\c3ccc(N(CC)CC)cc3OC)c(=O)n2C1c1ccc(OCC)c(OCC)c1 (stereo not given)	-0.5	-0.3	5.8	0.3
COc1ccc(OCC(=O)Nc2ccc(F)c(Cl)c2)cc1	-0.5	-0.5	-22.4	0.1
COC(=O)C1=C(C)N(C)C(C)=C(C(=O)OC)C1c1ccc(Cl)cc1Cl	-3.9	1.2	7.3	0.0
NC(=O)COC(=O)c1cccc(S(=O)(=O)N2CCCc3ccccc32)c1	0.1	6.1*	-3.9	0.0
CCOc1cc(/C=C2\SC(N)=NC2=O)ccc1OC(=O)c1cccs1	-0.8	-1.8	35.0*	-0.2
O=C(Nc1cccc(O)c1)c1cnn2c1NC(c1ccc(F)cc1)CC2C(F)(F)F (stereo not given)	-3.6	0.4	-3.6	-0.2
CCOC(=O)c1cnc2c(C)cc(Cl)cc2c1Nc1ccc(C(=O)OC)cc1	8.8	-2.2	4.0	-0.1
CCC/C(O)=C1\C(=O)CC(C)(C)CC1=NC(C)CC (stereo not given)	11.5	-0.6	-7.7	0.8
O=C(NCC1CCCO1)c1ccc2c(c1)N(Cc1ccccc1F)C(=O)CS2 (stereo not given)	2.7	1.9	14.4	0.0
O=C([C@H]1C[C@@H]2C=C[C@H]1C2)N1CCCC(c2nc(-c3ccncc3)ncc2-c2ccccc2)C1 (stereo not given in full)	-3.1	0.3	0.4	0.1
O=C(Cn1ccc([N+](=O)[O-])n1)NCC1CCCO1 (stereo not given)	6.5	0.8	-0.1	0.0
COc1cc(Nc2ccn3ncc(-c4cccc(C(F)(F)F)c4)c3n2)cc(OC)c1OC	-3.9	-1.4	2.5	0.1
CCn1c(C(=O)N2CCc3ccccc32)cc2sccc21	0.8	0.7	2.0	-0.3
CC(=O)OC[C@H]1O[C@@H](O/N=C2/[C@H]3CCn4c(=O)n(-c5ccccc5)c(=O)n4[C@H]3[C@H](O)[C@@H]3O[C@H]23)[C@H](OC(C)=O)[C@@H](OC(C)=O)[C@@H]1OC(C)=O	5.1	-1.4	.	0.8
Cc1csc(SCc2cccc(S(=O)(=O)N(C)C)c2)n1	-2.4	-1.0	-4.4	0.7
Cc1cc(I)ccc1NC(=O)c1ccc(F)cc1	-7.8	1.6	-35.9	-0.1
O=C(c1ccc2[nH]ccc2c1)N1CCc2nnc(Cc3ccccc3)n2CC1	8.2	-0.5	0.1	0.2
COc1cccc(/C=N/NC(=O)c2ccc(Cl)c(Cl)c2)c1O	6.6	-1.3	9.2	-0.1
CCOC(=O)CSc1ncnc2scc(-c3ccc(F)cc3)c12	-15.1	0.0	-15.3	2.4*
CC1=CC(C)(C)N(S(=O)(=O)c2ccc(C)cc2)c2cc(C)c(C)cc21	-0.7	-0.2	65.1*	0.0
CCOc1ccc(-n2nc3cc(C)c(N)cc3n2)cc1	-13.9	0.1	8.8	0.0
COc1ccc(-n2nnc(C(C)=O)c2Nc2ccc(C(=O)N3CCCC3)cc2)cc1	-11.9	0.5	2.8	0.0
CCOC(=O)C1=C(C)NC2=C(C(=O)C(C(=O)OCC)C(c3cccc(OC)c3)C2)C1c1sccc1C (stereo not given)	-5.6	1.2	6.1	0.0
Cn1c(CNC(=O)c2ccccc2F)n[nH]c1=S	7.2	0.3	3.8	-0.2
CCCCC1(CCC(=O)NN)C(=O)NN=C1C (stereo not given)	47.6	-0.7	0.6	0.0
CC(C)NC(=O)C1CC(=O)N(C(C)c2ccccc2)C1 (stereo not given)	1.4	0.7	-6.5	0.0
COC(=O)CCCC(=O)N1CCOc2ccc(CN3CCC(C(=O)OC)CC3)cc2C1	-4.0	-1.3	-10.2	0.7
CN1CCCN(C(=O)C2CC23CCN(Cc2cccc(-c4ccco4)c2)CC3)CC1 (stereo not given)	-13.0	1.0	3.4	0.2
CCOC(=O)C1=C(C)N=c2s/c(=C/c3cccc([N+](=O)[O-])c3O)c(=O)n2C1c1ccccc1 (stereo not given)	-8.2	1.2	-10.1	-0.2
COc1ccc2c(c1)c(=O)oc1cc(OCC(=O)N(C)c3ccccc3)ccc12	52.1*	-0.2	-0.1	0.8
CCn1c(=O)c2sccc2n2c(CCCC(=O)N3CCC(C(N)=O)CC3)nnc12	6.6	2.6	-3.6	-0.1
CC(C)CCn1c(=O)c2ccccc2n2c(CCC(=O)NCc3ccccc3)nnc12	-9.4	-0.7	-4.1	0.4
O=C1OC(c2ccccc2Br)=N/C1=C\c1ccc(F)cc1	3.3	0.5	5.5	0.0
CCOC(=O)N1CCC(Nc2nc3ccccc3n3nnnc23)CC1	1.6	-0.6	-0.4	0.1
O=C(Nc1ncc([N+](=O)[O-])s1)c1cccc2ccccc12	-10.0	0.0	-42.8	-0.1
CC1CCN(c2ncnc3nc[nH]c23)CC1	3.0	-0.9	-1.6	0.0

Next entries
SMILES	MITF inh	GPR151 activ	TEAD-YAP block	FBW7 activator
CC(=O)c1c(NN2CCOCC2)oc(C)cc1=O	5.7	-1.3	6.4	0.2
CC(C)NC(=O)c1cc2nc(-c3ccc(Cl)cc3)cc(C(F)(F)F)n2n1	-1.4	-0.3	-4.2	-0.1
CCNC(=O)n1cc(-c2ccnc3ccccc23)c(-c2ccccn2)n1	12.7	-1.2	19.2	0.2
Oc1ccccc1-c1nc(NC2CCCC2)c2ccccc2n1	-1.5	0.4	10.3	0.0
Cc1cc2nc(N3CCC(NCC4CC(=O)N(C5CC5)C4)CC3)nc(C)c2cc1C (stereo not given)	4.4	-0.1	4.2	0.1
CC(C)OC(=O)C1C2C=CC3(CN(Cc4ccccc4)C(=O)C13)O2 (stereo not given)	-1.1	5.5*	-1.9	0.0
CCOC(=O)N1CCN(C(c2ccncc2)c2c(C)[nH]c3ccccc23)CC1 (stereo not given)	-11.6	1.7	5.9	-0.1
CCOC(=O)c1cnc2c(C)cc(C)cc2c1Nc1ccc(C)c(Cl)c1	12.8	0.0	4.9	0.7
CN1CCN(c2cc(NCc3ccco3)c3c4c(onc24)-c2ccccc2C3=O)CC1	56.1*	0.2	-11.8	-1.1
Cc1nc(C(C)NCc2c(C(=O)N3CCCCC3)nc3c(C)cccn23)c(C)s1 (stereo not given)	-8.1	0.5	-4.2	-0.1

Of the compounds above, these have bromine:
SMILES	MITF inh	GPR151 activ	TEAD-YAP block	FBW7 activator
COCCNC(=O)c1ccc(Cn2c(SCC(=O)NCCc3ccccc3)nc3ccc(Br)cc3c2=O)cc1	2.2	0.2	5.7	-0.1
O=C1OC(c2ccccc2Br)=N/C1=C\c1ccc(F)cc1	3.3	0.5	5.5	0.0

The results go on:
SMILES	MITF inh	GPR151 activ	TEAD-YAP block	FBW7 activator
CCOC(=O)c1c(NC(=O)COc2ccccc2Br)sc(C(C)=O)c1C	0.6	0.0	-8.3	-0.1
Cc1nc(C(C)NC(=O)CCc2nnc(-c3ccsc3)o2)cs1 (stereo not given)	1.9	3.7	-12.3	0.0
CC(C)c1ccc(/C=N/NC(=O)CCN2CCN(C)CC2)cc1	16.8	-0.3	-0.7	-0.1
COc1cc(NC(=O)c2ccc(Cl)c([N+](=O)[O-])c2)c(Cl)cc1C(=O)O	5.6	-0.4	2.4	0.0
CCn1ccc2ccc(OC)cc2c1=O	16.1	-0.8	-9.6	2.1*
CCCCC1c2c(n(CCC)c(=O)[nH]c2=O)NC1C(F)(F)F (stereo not given)	-5.1	-0.5	-4.5	0.0
O=C(CC12CC3CC(CC(C3)C1)C2)OCCNC(=O)c1cccnc1	-1.6	1.6	6.4	0.0
Cc1ccc(NC(=O)Cn2nnc(C(=O)O)c2C(=O)O)cc1F	4.1	-0.6	8.4	0.0
O=C(/C=C/c1ccccc1[N+](=O)[O-])N(CCO)CC(O)c1ccccc1 (stereo not given)	8.1	0.5	2.7	-0.7
CN1CCC(N2C(=O)/C(=C\c3ccco3)c3ccccc32)CC1	3.6	2.9	3.1	-0.1
CCN1C(=O)CC(CC(=O)N2CC3CC4CC(C3)CC2C4)(c2ccccc2C)C1=O (stereo not given)	4.9	-0.6	2.1	0.1
COc1cccc(CC(=O)NCC2CCC3(CCN(CCCc4ccccc4)CC3)O2)c1 (stereo not given)	7.1	0.5	4.9	-0.1
CS(=O)(=O)c1ccc(-c2ccc3c(c2)CC(CNC(=O)/C=C/c2ccncc2)O3)cc1 (stereo not given)	-3.7	1.7	29.7	0.1
C[C@H]1C(=O)N(C)CCN1C(=O)c1cccc(OC2CCN(CC(C)(C)C)CC2)c1	9.1	3.5	-0.3	0.1
CC1(C)CC(=O)c2c(Cc3ccccc3)n[nH]c2C1	4.8	3.0	3.8	-0.1
Cc1[nH]c2ccccc2c1CCNC(=O)NC(=O)c1ccc(Cl)cc1Cl	6.1	-1.3	0.6	0.0
Cc1ccc(C(=O)Nc2sc3c(c2C(N)=O)CCCCCC3)o1	-7.1	1.2	2.4	0.0
CCOC(=O)C1=C(C)NC(=S)NC1c1ccc(OCC)c(OCC)c1 (stereo not given)	9.8	2.5	-21.6	0.6
CC(O)CNCCOc1ccc2ccccc2c1Cl (stereo not given)	17.2	-0.3	4.0	0.1
Cc1nn2c3ccccc3n(CC(=O)c3ccc(Br)cc3)c2nc1=O	23.1	-0.5	7.4	0.3
CC1(C)OC2OC(C(=O)NC(CCC(=O)OCc3ccccc3)C(=O)OCc3ccccc3)C3OC(C)(C)OC3C2O1 (stereo not given)	14.9	-1.1	7.1	-0.1
CCOC(=O)C1=C(C)N=c2s/c(=C\c3ccc(-c4ccc(Cl)c(Cl)c4)o3)c(=O)n2C1c1ccc(OC)cc1 (stereo not given)	-10.2	-0.3	-8.2	-0.1

Screens from PubChem.
